PHOSPHO1 block = PubChem AID 1565. recombinant PHOSPHO1, absorbance phosphatase assay. 290,000 compounds, 1.1% hits. inhibition, % at 13.3 µM; in the data active = inhibition above about 60%
V1aR counter = agonists of human V1a receptor, primary screen, counter-screen for OXTR agonist project, fluorescence, CHO-V1R cells | activation, % at 3 µM | Vasopressin V1a receptor (Homo sapiens), P37288 | 320,000 compounds, 0.25% hits | Fluo-8 calcium fluorescence, agonist mode; 0% DMSO, 100% 3 nM vasopressin;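 active = activation above the mean activation of all tested compounds plus 3 SD, per screening run, cut at about 20% in these data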;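 also: signal is peak over basal fluorescence ratio across a 100 second FLIPR read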
Target sequence (P37288 whole entry, looked up): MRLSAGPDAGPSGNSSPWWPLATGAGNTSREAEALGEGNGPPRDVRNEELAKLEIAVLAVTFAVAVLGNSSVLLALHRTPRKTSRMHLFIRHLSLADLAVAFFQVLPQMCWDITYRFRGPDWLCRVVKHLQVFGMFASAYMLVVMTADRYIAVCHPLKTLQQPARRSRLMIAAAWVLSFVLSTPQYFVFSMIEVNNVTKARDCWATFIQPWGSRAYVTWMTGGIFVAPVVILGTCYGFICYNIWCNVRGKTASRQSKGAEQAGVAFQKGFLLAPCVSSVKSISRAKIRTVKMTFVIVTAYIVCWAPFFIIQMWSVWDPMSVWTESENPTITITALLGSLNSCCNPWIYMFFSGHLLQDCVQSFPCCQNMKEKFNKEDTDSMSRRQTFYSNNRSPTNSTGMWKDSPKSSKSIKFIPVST
VIM-2 inhibitor = VIM-2 metallo-beta-lactamase inhibitors, primary screen, biochemical, epi-absorbance readout, Pseudomonas aeruginosa enzyme; purified VIM-2, nitrocefin hydrolysis, epi-absorbance fluorescence; inhibition, % at 5.6 µM; 290,000 compounds, 0.89% hits; AID 1527, 2009;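 active = inhibition above the mean of all tested compounds plus 3 SD, cutoff set per screening run, cut at about 7.5% in these data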;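 also: red hydrolysis product quenches plate fluorescence so inhibitors raise well fluorescence; 0% = enzyme with DMSO and 100% = DMSO without enzyme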
GPR7 antag = GPR7 receptor antagonists, primary screen, cell-based, fluorescence, single concentration | GPR7-expressing cells, fluorescence antagonist assay | inhibition, % at 4.4 µM | 290,000 compounds, 1.1% hits | AID 1861, 2009; in the data active = inhibition above about 16%, passing the limit was not always enough;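 also: cells stimulated with the agonist NPW; 0% = agonist with vehicle and 100% = vehicle without agonist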
IMP-1 inh = IMP-1 metallo-beta-lactamase inhibitors, primary screen, biochemical, epi-absorbance readout, Pseudomonas aeruginosa enzyme; inhibition, % at 5.6 µM; purified IMP-1, nitrocefin hydrolysis, epi-absorbance fluorescence; metallo-beta-lactamase IMP-1 (Pseudomonas aeruginosa); 290,000 compounds, 0.45% hits;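 active = inhibition above the mean plus 3 SD of all compounds in the same screening run, cut at about 4.5% in these data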;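 also: 0% = IMP-1 with DMSO and 100% = DMSO wells lacking enzyme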
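Test system: recombinant IMP-1 enzyme, purified / Medium: HEPES buffer pH 7.1 with ZnSO4 and Brij 35 / Doses: single dose, 5.6 µM / Times: 25 °C, 15 min preincubation, 25 min reaction / Detection: Epi-absorbance via hydrolysed-nitrocefin quenching of white-plate fluorescence, 480/530 nm, EDTA stop / Evaluation: percent inhibition from optical density relative to buffer-blank wells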
OXTR ag = human OXTR agonists, primary screen, fluorescence, CHO-OTR cells, Fluo-8 calcium; Fluo-8 calcium fluorescence; normalized: DMSO 0%, oxytocin 100%; 320,000 compounds, 0.32% hits; activation, % at 3 µM;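 active = activation above the mean of all tested compounds plus 3 SD, cutoff set per screening run, cut at about 20% in these data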;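 also: peak over basal fluorescence ratio from a 100 s FLIPR kinetic read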
Target sequence (P30559 whole entry, looked up): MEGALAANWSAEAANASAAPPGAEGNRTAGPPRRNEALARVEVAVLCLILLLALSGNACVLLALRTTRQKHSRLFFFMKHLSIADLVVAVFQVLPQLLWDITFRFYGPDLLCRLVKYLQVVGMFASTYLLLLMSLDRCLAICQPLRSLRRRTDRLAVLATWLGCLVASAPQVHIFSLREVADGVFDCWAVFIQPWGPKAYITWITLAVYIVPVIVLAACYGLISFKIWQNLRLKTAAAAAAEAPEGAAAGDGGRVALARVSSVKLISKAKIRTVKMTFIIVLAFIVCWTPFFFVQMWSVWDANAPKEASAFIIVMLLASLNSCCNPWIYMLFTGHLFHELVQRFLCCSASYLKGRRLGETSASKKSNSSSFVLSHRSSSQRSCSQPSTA
GalR3 antag = GalR3 antagonists in HEK293 cells, primary screen, cell-based, fluorescence readout | Galanin receptor type 3 (Homo sapiens), O60755 | HEK293 GalR3-CNG cAMP membrane potential fluorescence; galR3 body fused to GalR1 C-terminus | inhibition, % at 3 µM | 360,000 compounds, 0.44% hits | AID 651719, 2012;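 active = inhibition above the screen-wide average plus 3 SD, cut at about 13% in these data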;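 also: forskolin and galanin both at EC90 stimulate the cells; cAMP rise reported by CNG channel membrane potential dye signal; 0% = forskolin plus galanin with DMSO and 100% = forskolin alone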
Target sequence (O60755 1-299 limits assumed): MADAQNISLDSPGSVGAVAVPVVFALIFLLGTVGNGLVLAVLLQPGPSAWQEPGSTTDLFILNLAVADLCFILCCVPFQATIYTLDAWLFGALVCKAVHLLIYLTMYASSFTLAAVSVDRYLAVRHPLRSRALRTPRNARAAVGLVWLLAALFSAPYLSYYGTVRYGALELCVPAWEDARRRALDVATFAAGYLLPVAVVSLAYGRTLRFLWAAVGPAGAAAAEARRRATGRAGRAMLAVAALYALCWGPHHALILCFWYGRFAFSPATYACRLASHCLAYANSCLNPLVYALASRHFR
HCV NS3 hel inh = inhibitors of HCV NS3 helicase, primary screen, biochemical, Cy5 molecular beacon fluorescence | 290,000 compounds, 0.56% hits | inhibition, % at 10.9 µM | NS3 helicase DNA unwinding | Hepatitis C virus NS3 helicase;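 active = inhibition above the mean of all tested compounds plus 3 SD, set per campaign, cut at about 35% in these data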;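 also: 0% = DMSO wells and 100% = thioflavine S control wells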
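System: HCV NS3 helicase fragment; control set: DMSO and thioflavine S; technique: Cy5 fluorescence at 0 and 60 min, beacon hairpin quenching; reagent: beacon DNA duplex substrate plus ATP; replicates: singlicate; schedule: 1 h reaction at 25 °C, ATP-initiated; medium: MOPS buffer pH 6.5 with MgCl2, DTT, Tween20, BSA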
FID counter = compounds displacing fluorescent DNA intercalator, primary screen, artefact control for HCV NS3 helicase inhibitor project, biochemical, FID fluorescence. DNA fluorescent intercalator displacement. inhibition, % at 7.9 µM. 290,000 compounds, 0.17% hits; in the data active = inhibition above about 37%;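 also: 0% = vehicle and 100% = reference compound; higher means more ethidium bromide displaced from hairpin DNA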
The depositor's hits bear a star; / = no result given. Not a hit list; any-hit rate near 4.3%.

SMILES	PHOSPHO1 block	V1aR counter	VIM-2 inhibitor	GPR7 antag	IMP-1 inh	OXTR ag	GalR3 antag	HCV NS3 hel inh	FID counter
Cc1cc(C)c(S(=O)(=O)N2CCN(c3ccc([N+](=O)[O-])c(NCc4ccco4)c3)CC2)c(C)c1	46.6	-0.1	-0.5	-7.1	-0.4	1.3	-1.0	11.2	0.3
CCn1cc(CN2CCC(C(=O)Nc3cccc(-c4cccc(OC)c4)c3)CC2)cn1	14.2	0.6	-0.1	-8.9	-0.6	0.5	-2.0	-2.6	7.1
O=C1NC2(C=Cc3c(ccc4ccccc34)O2)Oc2ccccc21 (stereo unspecified)	-5.2	-0.6	-3.7	-11.8	-2.3	-1.3	/	-1.4	0.5
COc1cccc(/C=C/C(=O)OCC(=O)Nc2cccc(S(=O)(=O)N3CCOCC3)c2)c1OC	32.2	2.2	-2.3	-4.5	-5.0	1.1	-5.5	-9.7	-20.7
CC(=O)c1ccc(Sc2ccccc2)c([N+](=O)[O-])c1	7.4	-1.3	-0.8	-6.8	-1.3	-2.4	-7.9	-3.6	2.8
COCCCN(C(=O)c1ccccc1F)c1nc(-c2ccc(OC)cc2)cs1	23.9	1.4	-2.9	-27.2	-2.6	0.1	-1.6	4.7	-17.9
CCOc1ccc2[nH]c(=O)c(=O)[nH]c2c1	19.8	-1.3	-2.4	-16.7	-2.6	-0.7	0.7	7.8	-2.4
CN1C(=O)c2cccc3c(S(=O)(=O)Nc4ccccn4)ccc1c23	-1.9	1.5	-0.6	6.8	-0.3	0.1	-4.4	0.4	-1.4
Nc1ccc(CCc2nc3ccccc3o2)cc1	27.6	0.5	-3.3	6.4	-2.1	1.3	-11.3	-7.9	0.1
COC(=O)c1cc(C)nc(Sc2ccccc2NC(C)=O)n1	3.8	-0.8	0.0	0.2	0.1	-0.6	0.4	-1.9	-3.0
CSc1nc(NCCCO)c2c3c(sc2n1)CN(C)CC3	20.3	3.6	9.4*	-9.0	-0.5	-0.7	-8.3	-3.7	0.7
O=C(c1cccnc1)N1CCc2ccccc2C1	36.0	0.0	-1.5	3.5	-2.2	0.5	0.1	7.4	-6.6
Cc1nn(C2CCS(=O)(=O)C2)c(Cl)c1/C=C/C(=O)OCC(=O)Nc1ccc2c(c1)OCO2 (stereo unspecified)	16.1	1.9	-3.9	-11.9	-2.9	1.3	-4.4	-6.2	-19.2
CCOc1ccc(-c2c(=O)n(OCc3ccccn3)c3ccccc3[n+]2[O-])cc1	28.3	-0.6	-2.9	-7.7	-4.0	-2.4	0.8	9.1	-8.1
COc1c(Cl)cc(Cl)cc1CNCCO	28.7	0.6	-1.6	-7.4	-3.8	0.9	-2.5	-1.3	-0.1
O=C(COc1ccc(S(=O)(=O)NCc2ccccc2)cc1Cl)NCC1CCCO1 (stereo unspecified)	11.3	1.8	-2.4	8.3	-4.0	3.0	-1.2	3.8	-15.1
CCOc1cc(C(=O)OCC(=O)c2c[nH]c3ccccc23)ccc1OCC(=O)N1CCOCC1	19.2	0.5	-3.0	-15.0	-1.7	1.7	-5.3	-5.4	-27.0
CCOC(=O)C1(Cc2cccc(OC)c2)CCN(Cc2cccc(O)c2)CC1	38.7	1.7	0.6	10.6	-1.1	3.8	-8.6	-11.9	7.5
CCNC(=S)N/N=C(\C)c1ccc(N2CCOCC2)cc1	-9.8	0.1	-4.9	-2.0	-3.8	0.8	-4.5	-12.9	-12.5
O=C(NCc1ccc(Cl)cc1)C(=O)c1c[nH]c2ccccc12	41.8	1.6	-1.6	-21.3	-1.4	-0.8	-1.5	-3.9	2.9

An excerpt of these results, as comma-separated lines:
mol,PHOSPHO1 block,V1aR counter,VIM-2 inhibitor,GPR7 antag,IMP-1 inh,OXTR ag,GalR3 antag,HCV NS3 hel inh,FID counter
CN1C(=O)c2cccc3c(S(=O)(=O)Nc4ccccn4)ccc1c23,-1.9,1.5,-0.6,6.8,-0.3,0.1,-4.4,0.4,-1.4
Nc1ccc(CCc2nc3ccccc3o2)cc1,27.6,0.5,-3.3,6.4,-2.1,1.3,-11.3,-7.9,0.1

New compounds follow.
SMILES	PHOSPHO1 block	V1aR counter	VIM-2 inhibitor	GPR7 antag	IMP-1 inh	OXTR ag	GalR3 antag	HCV NS3 hel inh	FID counter
CCOC(=O)N=S(=O)(Oc1ccc([N+](=O)[O-])cc1)c1ccccc1 (stereo unspecified)	-26.0	5.1	0.7	6.5	-1.2	-0.9	-1.5	-5.1	-3.5
COc1cc(COCC(O)CN2CCCCC2C)cc(OC)c1OC (stereo unspecified)	14.1	0.5	1.7	-5.0	-1.5	0.4	-8.0	9.8	-3.0
COC/C=C/C1=CC2=CC(=O)C(C)(OC(=O)c3cnc4ccccc4n3)C(=O)C2=CN1c1ccc(CO)cc1 (stereo unspecified)	4.0	1.9	-1.4	-6.7	-3.5	1.0	/	49.8*	-13.2
O=C(Nc1ccc2ccccc2n1)c1ccccc1Cl	-6.4	1.4	0.3	14.1	-1.7	-1.1	-9.7	1.2	-8.0
CC(/C=C1\SC(=S)N(CC(=O)N2CCN(c3ccccc3)CC2)C1=O)=C\c1ccccc1	-1.1	1.0	-4.2	-5.8	-2.3	-0.4	-3.1	10.5	-4.4
CN(CC(=O)Nc1ccncc1)S(=O)(=O)c1ccc(Cl)cc1	-39.0	1.9	-4.3	-3.2	-1.9	2.7	-6.8	4.3	2.4
O=C(O)CN1C(=O)C2(OCCCO2)c2ccccc21	15.6	-0.3	-3.4	-13.5	-3.9	0.0	-6.4	-2.1	5.9
CCOC(=O)c1cnc(SCC(=O)c2ccccc2)nc1N	101.9*	0.4	-4.0	-5.2	-3.5	0.6	-1.2	-4.2	-12.1
CC1CCCN(Cc2c(O)ccc3c2O/C(=C\c2ccco2)C3=O)C1 (stereo unspecified)	-17.8	3.8	-2.8	-3.9	-1.0	4.7	-1.7	17.1	-11.2
CCCCN(Cc1cccs1)S(=O)(=O)c1csc(C(N)=O)c1	49.0	-0.4	-1.5	-19.8	-2.5	-0.8	0.2	-0.2	-22.0
CCOc1cccc(/C(O)=C2/C(=O)C(=O)N(Cc3ccco3)C2c2ccncc2)c1 (stereo unspecified)	46.0	0.0	2.7	-12.6	-2.8	-0.1	-2.2	6.1	-10.2
Cc1ccc(SC(C)C(=O)Nc2cccc(N(C)S(C)(=O)=O)c2)cc1 (stereo unspecified)	-24.5	2.8	-0.4	-5.3	-1.8	3.2	-5.8	-4.7	-14.6
CCc1ccc(OCCCC(=O)Nc2nnc(C3CCCO3)s2)cc1 (stereo unspecified)	28.3	-0.7	-2.7	0.9	-3.6	-1.3	-3.9	-1.9	-9.0
CN(C)N=C1c2cc(S(=O)(=O)N(C)C)ccc2-c2ccc(S(=O)(=O)N(C)C)cc21	43.7	0.8	-1.9	-1.5	-3.4	-1.1	1.0	-23.8	-28.0
COc1cc(NS(=O)(=O)c2ccc3[nH]c(=O)oc3c2)cc(OC)c1	-19.6	0.6	-2.9	2.6	-3.8	0.1	7.5	4.6	-4.3
N#Cc1ccccc1Sc1ccccc1C(=O)N1CCOCC1	-10.6	0.1	-3.0	-6.1	-3.3	-0.1	-3.1	0.5	-3.6
CC1CCCCN1C(=O)C(=O)c1cn(CC(=O)N2CCCCCC2)c2ccccc12 (stereo unspecified)	19.2	0.7	-1.1	-1.5	-1.5	-0.5	6.3	-3.8	-38.5
O=C(CN1C(=O)COc2ccccc21)NCC1CCCO1 (stereo unspecified)	23.3	1.2	1.0	21.0	1.0	1.4	-9.4	-6.2	1.3
COC(=O)c1ccc(C(=O)OC)c(NC(=S)N2CCN(c3ccccc3F)CC2)c1	-7.4	-0.6	-2.6	-11.9	-1.1	-1.6	-13.4	3.0	-4.2
CC(C)n1c(O)c(N=Nc2ccc(Cl)c(C(=O)O)c2)c2ccccc21	44.6	2.0	-2.0	-9.2	-3.3	0.5	-5.8	18.2	-17.4

Copied from the list:
IMP-1 inh with O=C(CN1C(=O)COc2ccccc21)NCC1CCCO1 (stereo unspecified) is entered as 1.0
FID counter with CCOc1cccc(/C(O)=C2/C(=O)C(=O)N(Cc3ccco3)C2c2ccncc2)c1 (stereo unspecified) is entered as -10.2

(continued)
SMILES	PHOSPHO1 block	V1aR counter	VIM-2 inhibitor	GPR7 antag	IMP-1 inh	OXTR ag	GalR3 antag	HCV NS3 hel inh	FID counter
CSc1ncc(S(=O)(=O)c2ccccc2)c(=O)[nH]1	15.5	8.6	-1.7	-4.0	-1.2	0.8	-1.1	-0.1	-1.9
O=C1OCCN1C(=O)[C@H]1[C@H](c2ccc(Cl)cc2)C(c2cccc(Cl)c2)=NN1c1ccccc1	1.1	1.2	-4.3	-1.4	-4.6	0.3	/	2.4	-2.5
Cc1oc(-c2ccc3ccccc3c2)nc1CN(C)C(C)c1ccncn1 (stereo unspecified)	17.0	0.6	-6.5	-8.8	-3.1	1.2	-3.9	1.3	-14.9
CSc1nc2c(c(-c3ccc(O)cc3)c1C#N)CCC2	30.8	-0.1	7.8*	-25.2	-4.4	-2.0	-3.6	-7.7	-3.8
Cc1cc(C)nc(SCC(=O)OCN2C(=O)c3ccccc3C2=O)n1	-14.7	1.1	-3.8	-4.3	-3.1	0.1	0.5	12.7	-0.2
OCC1(Cc2ccccc2)CCN(Cc2ccc(C(F)(F)F)cc2)CC1	45.5	1.6	-0.5	-7.5	-1.8	1.5	-6.5	-20.2	14.5
O=C(Cc1cc(=O)[nH]c(=O)[nH]1)NCC1CCCO1 (stereo unspecified)	6.7	1.3	-1.3	-8.1	-3.0	0.6	0.8	3.4	-2.0
Cc1ccccc1NC(=S)NC(C)C(c1cccs1)N1CCOCC1 (stereo unspecified)	-1.2	-0.6	3.6	10.1	1.6	-1.7	/	13.6	-11.1
O=C(NCCCn1ccnc1)c1noc2c1CCc1ccccc1-2	13.7	0.5	-1.2	-17.0	-4.1	0.7	-4.5	-7.5	0.8
O=C(NCCc1ccccc1)c1cnc(Cl)c(Cl)c1	39.9	1.3	-1.7	-3.8	-0.8	-1.2	-8.1	-9.3	-3.5
Cc1ccc(C(=O)COC(=O)C2CCC2)cc1	13.7	3.1	1.2	3.9	-0.6	-0.1	/	-2.4	-4.6
CCOC1=NN(c2ncc(C(F)(F)F)cc2Cl)C(=O)C1	48.9	0.7	-0.7	-5.3	-3.1	-1.0	-3.0	0.2	0.8
COCCn1c(Sc2ccc(C)cc2)nc2c1c(=O)[nH]c(=O)n2C	-41.5	0.1	0.4	-13.2	-2.3	-0.3	3.4	-3.2	-5.1
COc1cc(C(=O)OCC(=O)N(C)Cc2ccccc2)cc(OC)c1OC	-5.6	0.2	-0.2	-11.5	-3.1	-0.3	-6.6	-3.9	-25.6
Cc1ccc(/C=N/NC(=O)CNC(=O)c2cccs2)cc1	66.2*	0.3	-3.2	-15.0	-4.8	-0.3	-4.0	5.7	-9.1
